# PLAP activator: activators of human placental alkaline phosphatase | purified PLAP enzyme, luminescent substrate read-out; stronger effect = higher value | activation fold at 20 µM | 96,000 compounds, 1.2% hits; in the data active = activation fold above about 2
# CYP2C19 inhib: human CYP2C19 inhibition | 96,000 compounds, 21% hits | inhibition, % at 5 µM | CYP2C19 Supersomes, luciferin-H EGE luminescence, 30 min;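 active = CYP2C19 inhibition above a set limit at 5 µM in the primary screen, cut at about 50% in these data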;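 also: plate controls were negative control wells for no effect and 2.5 mM tranylcypromine positive control for full effect; values of inactives mirror those of a sister screen read the other way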
# CYP2C19 act: increases human CYP2C19 enzyme activity; P33261; 96,000 tested, under 10 active; activation factor at 5 µM; recombinant CYP2C19, luciferin-H EGE luminescence; stronger effect = higher value; 0 = fully inhibited enzyme, 1 = untreated enzyme; AID 1025;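 active = activation factor of at least 2 at 5 µM in the primary screen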;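 also: 0 = wells with 2.5 mM tranylcypromine and 1 = vehicle-only wells; values of inactives mirror those of a sister screen read the other way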
# CD11b adhes enh: CD11b/CD18-fibrinogen binding enhancement. P05107+P11215. K562 CD11b/CD18 adhesion to fibrinogen, ATPlite luminescence. activation, % at 10 µM. 93,000 compounds, 0.07% hits. AID 1499;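 active = 10 µM primary screen giving 50% or more activity, confirmed by 40% or more on retest at that dose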; also: strong numbers were not always called active; reference of the scale not given here
# CYP2C9 act: activators of human CYP2C9. P11712. recombinant CYP2C9, luciferin-H conversion, luminescence; stronger effect = higher value; factor 1 = untreated enzyme, 0 = blocked. activation factor at 5 µM. 96,000 compounds, 1.4% hits. AID 1024;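 active = activation factor of 2 or more for CYP2C9 at a 5 µM dose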;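 also: 0 = sulfaphenazole-blocked wells and 1 = vehicle-only wells; values of inactives mirror those of a sister screen read the other way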
# CYP2C9 inhib: blocks human cytochrome P450 2C9; inhibition, % at 5 µM; P11712; CYP2C9 Supersomes, luciferin-H conversion, luminescence; 96,000 compounds, 20% hits; AID 777;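 active = blocking of liver enzyme CYP2C9 beyond about 50% at 5 µM, limit read from the data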; also: values of inactives mirror those of a sister screen read the other way
# Mac1 fbg inh: CD11b/CD18-fibrinogen binding inhibition. inhibition, % at 10 µM. 93,000 compounds, 0.54% hits. AID 1497. K562 CD11b/CD18 adhesion to fibrinogen, ATPlite luminescence; Mn2+ added to activate the integrin. P05107+P11215;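 active = primary inhibition of 50% or more at 10 µM, then 40% or more on retest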; also: some results filed as inactive read as strong as hits
# MT1-MMP txn act: MT1-MMP promoter transcription activation | activation factor at 10 µM | HT1080 MT1-MMP promoter luciferase reporter, luminescence, overnight; stronger effect = higher value | 86,000 compounds, 0.16% hits;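 active = activation factor of at least 2 for MT1-MMP transcription at 10 µM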
# Pyk2 oligo antag: antagonists of human Pyk2 oligomerization. 99,000 compounds, 0.83% hits. Q293 cells, Pyk2 FERM NanoBiT luminescence; stronger effect = lower value. z-score (the deposit names both 25 µM and 10 µM). AID 1347419;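 active = Z-score of -3 or lower, scaled per plate to the spread of control and sample wells; inactive = z-score above -3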;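 also: negative z-score means lost luminescence so less FERM oligomerization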
# Target sequence (Q14289 whole entry, looked up): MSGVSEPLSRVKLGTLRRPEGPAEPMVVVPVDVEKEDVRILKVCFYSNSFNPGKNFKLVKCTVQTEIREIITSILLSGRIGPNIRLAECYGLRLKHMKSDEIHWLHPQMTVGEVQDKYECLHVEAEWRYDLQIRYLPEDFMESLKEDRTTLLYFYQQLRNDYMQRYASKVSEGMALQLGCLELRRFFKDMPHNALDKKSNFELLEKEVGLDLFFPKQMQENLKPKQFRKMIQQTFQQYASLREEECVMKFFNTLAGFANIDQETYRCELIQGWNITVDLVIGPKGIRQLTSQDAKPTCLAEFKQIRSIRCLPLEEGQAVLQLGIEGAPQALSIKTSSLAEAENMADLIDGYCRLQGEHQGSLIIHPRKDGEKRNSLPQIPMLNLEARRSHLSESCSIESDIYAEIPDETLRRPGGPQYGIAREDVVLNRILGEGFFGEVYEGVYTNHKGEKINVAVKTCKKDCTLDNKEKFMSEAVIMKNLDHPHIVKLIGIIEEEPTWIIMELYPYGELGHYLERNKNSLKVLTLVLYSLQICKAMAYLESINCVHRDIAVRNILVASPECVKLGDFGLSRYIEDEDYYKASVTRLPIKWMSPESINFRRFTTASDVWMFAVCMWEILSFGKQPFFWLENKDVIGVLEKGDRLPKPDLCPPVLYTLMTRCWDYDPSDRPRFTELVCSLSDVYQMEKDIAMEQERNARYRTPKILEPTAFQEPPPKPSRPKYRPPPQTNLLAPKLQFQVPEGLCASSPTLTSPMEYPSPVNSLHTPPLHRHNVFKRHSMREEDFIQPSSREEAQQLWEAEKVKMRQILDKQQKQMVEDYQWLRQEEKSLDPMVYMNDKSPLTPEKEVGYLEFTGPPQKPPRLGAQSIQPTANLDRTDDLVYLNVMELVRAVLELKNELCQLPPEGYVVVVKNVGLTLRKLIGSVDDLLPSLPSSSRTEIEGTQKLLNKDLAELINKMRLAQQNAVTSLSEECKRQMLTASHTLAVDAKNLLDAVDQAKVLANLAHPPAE
# * hit, by the source's call; · = no result given.
SMILES,PLAP activator,CYP2C19 inhib,CYP2C19 act,CD11b adhes enh,CYP2C9 act,CYP2C9 inhib,Mac1 fbg inh,MT1-MMP txn act,Pyk2 oligo antag
Cc1cccc(NC(=O)CN2CCN(CC(=O)Nc3cccc(C)c3)CC2)c1,1.2,43,0.6,0,0.5,46,0,1.3,0.41
CCO/N=C(/c1nonc1N)N1CCN(c2ccc([N+](=O)[O-])cc2)CC1,0.8,-9,1.1,-2,1.2,-15,0,·,-0.07
O=C(NCc1ccc(F)cc1)N[C@@H](Cc1ccccc1)C(=O)O,1.1,9,0.9,-1,0.8,19,4,1.1,0.69
COc1ccc(C(c2nnnn2Cc2cccs2)N2CCC(C(N)=O)CC2)c(OC)c1 (centres undefined),1.3,12,0.9,-5,0.8,18,-2,1.2,-1.5
COC(=O)c1ccc(/C=N/NC(=O)CC(=O)NCC(C)C)cc1,1.2,16,0.8,2,0.6,38,-9,·,1.3
C=CCn1c(SCc2c(C(=O)OC)sc(N)c2C(=O)OC)nnc1-c1ccc(Cl)cc1,1.6,57*,0.4,0,0.2,79*,4,1.3,-1.2
Cc1sc2ncnc(OCC(=O)N3CCN(S(=O)(=O)c4ccc(Cl)cc4)CC3)c2c1C,1.6,75*,0.3,9,0.2,83*,-24,1.1,0.91
O=C(O)C1CCCCC1C(=O)NCCc1ccccc1 (centres undefined),0.9,7,0.9,4,1,-2,2,1,0.66
O=C(O)c1ccc(CSc2nnc(SCc3ccccc3)s2)cc1,1.2,-19,1.2,-3,1.2,-15,2,·,-0.52
COc1ccc(C(C)=O)cc1CSCCC(=O)O,1.3,33,0.7,·,0.7,30,·,1.2,0.92
Cc1ccc2c(Cl)cc(Cl)c(OCC(=O)NC(=O)NCc3ccco3)c2n1,1,-6,1.1,-3,1.2,-16,-10,1.1,-0.04
COc1ccc(C2CC(C)=NN2C=O)cc1OC (centres undefined),1,26,0.7,-2,1,4,1,·,0.2
COC(=O)c1ccc(OCC(O)CN2CCC(C)CC2)cc1 (centres undefined),1,9,0.9,0,0.9,11,5,1.1,·
CSc1nc(NC(C)(C)C)nc(Oc2ccc(=O)[nH]n2)n1,1.3,49,0.5,-4,1,4,-2,1.2,-0.43
CCCOC(=O)c1ccc(Oc2cn[nH]c2-c2ccc(OC)cc2O)cc1,2.9*,97*,0,-6,0,99*,39,0.9,-1.3
CCc1ccccc1NC(=O)CN1CCC(NC(=O)COC)CC1,1.1,8,0.9,-6,0.9,14,-6,1,-0.03
O=C(Nc1cccnc1)c1c(F)cccc1F,1,0,1,-3,1,-3,-32,1.1,-0.18
Cc1cc(C)nc(NS(=O)(=O)c2ccc(NC(=O)C3CC(=O)N(c4ccccc4)C3)cc2)n1 (centres undefined),1.3,-23,1.2,-1,1.1,-12,-5,1.2,1.4
CCN(CC)CCCN1C(=O)C(O)=C(C(=O)c2sc(C)nc2C)C1c1ccc(C)o1 (centres undefined),1.2,4,1,1,1,1,-20,1.1,·
CC(C)(C)NC(=O)CSC(=Nc1cccc(F)c1)NC#N,1,6,0.9,·,0.7,32,·,1.2,-0.47
Cc1cnc(NC(=O)c2ccco2)s1,0.9,22,0.8,0,1,-3,-10,1.6,-0.09
Cn1c(=O)c2c(nc(CN3CCCCC3)n2CCc2ccccc2)n(C)c1=O,1.6,24,0.8,-2,0.5,49,-6,0.9,-0.05
Cc1nnc(NC2=NCCC2)s1,0.9,-5,1.1,-1,0.9,11,12,1,-0.04
COC(=O)c1cn(C(C)C(=O)NCc2ccco2)c2ccccc12 (centres undefined),1,59*,0.4,2,0.7,31,-20,1.2,-0.89
CC1(C)CC(=O)C2=C(C1)N(Cc1ccco1)C(=O)C2(NC(=O)c1cccnc1)C(F)(F)F (centres undefined),1,13,0.9,-1,0.8,16,-8,1.1,0.05
O=C(Nc1ccccc1N1CCN(c2ccccc2)CC1)c1cccc(F)c1,0.8,79*,0.2,0,0.2,81*,-8,1,-1.4
O=C(NC1CC2CCCC(C1)N2C(=O)N1CCCCC1)C1CCCCC1 (centres undefined),1.3,79*,0.2,-2,0.7,26,8,1.2,0.85
Cc1c(C(=O)OCCN2CCCCC2)oc2ccccc12,1,20,0.8,-4,1,2,1,0.9,-0.47
Cc1ccc(OC(=O)CCc2c(C)nc3ncnn3c2C)cc1,1.1,56*,0.4,6,0.9,10,5,1.3,1.3
COC(=O)[C@H](CCSC)NC(=O)N1CCN(c2cccc(C(F)(F)F)c2)CC1,1.3,24,0.8,2,1.4,-42,-6,1.2,0.33
Cc1ccc(N2C(N)=C(C#N)C3(C(=O)N(C)c4ccccc43)C3=C2CC(C)(C)CC3=O)cc1Cl (centres undefined),1.7,12,0.9,102,0.5,54*,12,·,1.3
COc1ccc(-c2cc(C(F)F)n3ncc(C(=O)NCC4CCCO4)c3n2)cc1 (centres undefined),1.1,13,0.9,-2,0.7,30,0,1.1,-1.1
Cc1c(NC(=O)C2(c3ccc(Cl)cc3)CCCC2)c(=O)n(-c2ccccc2)n1C,1,-27,1.3,-5,0.6,42,-14,1.1,-0.22
O=C(CSc1nnc(C2COc3ccccc3O2)o1)Nc1nccs1 (centres undefined),1.2,8,0.9,0,0.7,30,17,1.1,·
Cc1ccc(-n2c(C)cc(/C=N/Nc3ccc([N+](=O)[O-])cn3)c2C)cc1,0.8,-4,1,17,1,2,-15,·,-0.3
O=C(NCc1ccc(N2CCCC2=O)cc1)NC1CCCCC1,1,-6,1.1,16,1,-3,-14,1,0.45
Cc1nn(Cc2c(F)c(F)c(F)c(F)c2F)c(C)c1NC(=O)c1nn(C)cc1[N+](=O)[O-],1.1,7,0.9,1,1,4,3,·,-0.17
N#Cc1ccsc1NC(=O)CN1CCCCCC1,1.1,50*,0.5,-1,0.8,21,-4,·,0.69
O=S(=O)(NCC1CCCO1)c1ccc(S(=O)(=O)N2CCCC2)cc1 (centres undefined),1,4,1,-2,0.9,10,-6,1.1,-0.38
CCN(CC)S(=O)(=O)c1ccc(-c2nnc(SCC(=O)Nc3nnc(C)s3)n2CC)cc1,1.3,0,1,-2,0.9,10,-8,1.1,0.86

# Only CYP2C9 act and Pyk2 oligo antag (four entries from above):
molecule	CYP2C9 act	Pyk2 oligo antag
O=C(Nc1cccnc1)c1c(F)cccc1F	1	-0.18
COc1ccc(C(c2nnnn2Cc2cccs2)N2CCC(C(N)=O)CC2)c(OC)c1 (centres undefined)	0.8	-1.5
COC(=O)c1ccc(/C=N/NC(=O)CC(=O)NCC(C)C)cc1	0.6	1.3
O=C(Nc1ccccc1N1CCN(c2ccccc2)CC1)c1cccc(F)c1	0.2	-1.4

# Next part
SMILES,PLAP activator,CYP2C19 inhib,CYP2C19 act,CD11b adhes enh,CYP2C9 act,CYP2C9 inhib,Mac1 fbg inh,MT1-MMP txn act,Pyk2 oligo antag
Cc1sc(NC(=O)c2ccc(Br)s2)c(C(N)=O)c1C,1,2,1,-2,0.9,13,-3,1.2,-2.1
COc1ccc(Cn2nnnc2C(c2ccccn2)N2CCN(c3cc(Cl)ccc3C)CC2)cc1 (centres undefined),1.6,98*,0,3,0.1,88*,25,·,-1.7
Cc1cccn2c(=O)c3cc(C(=O)NC(C)C)c(=N)n(Cc4ccncc4)c3nc12,1.2,27,0.7,15,0.9,11,-54,1.1,0.07
CCOC(=O)c1cnc2c(Cl)cccc2c1NCCN(C)C,1.1,-15,1.1,-1,1.1,-8,2,1.1,0.41
Cc1ccc(NC(=O)Cn2nnc(-c3ccccc3NC(=O)c3cccs3)n2)cc1,0.8,-5,1.1,-5,0.6,42,8,0.6,-1.3
CCCn1c(C2CC(=O)N(c3cc(OC)ccc3OC)C2)nc2ccccc21 (centres undefined),1.3,23,0.8,0,0.6,35,-49,1.1,·
Cc1cc(N2CCN(c3ccc(F)cc3)CC2)nc2cc(O)ccc12,1.3,31,0.7,1,3.2*,-219,4,·,·
Cc1ccc(Cl)cc1NC(=O)CSC(N)=O,1.7,72*,0.3,-5,0.7,27,-14,1,0.75
Cc1ccc(NC(=O)NCCCN2CCOCC2)cc1,0.8,-10,1.1,0,1.1,-11,-7,1,-0.24
Cc1ccc(NC2(C#N)C(=O)Nc3ccccc32)cc1 (centres undefined),1.4,60*,0.4,4,1.2,-25,-1,1.1,-0.14
Cc1ccc(S(=O)(=O)N(CCO)Cc2cc3ccc(C)c(C)c3[nH]c2=O)cc1,1.5,6,0.9,0,0.7,29,6,1,-0.01
NC(=O)c1cc(N)ccc1N1CCCC1,0.9,-8,1.1,-4,1.1,-6,-12,1.1,-0.88
O=C(Nc1cccn(Cc2c(Cl)cccc2Cl)c1=O)c1ccccc1Cl,0.9,80*,0.2,·,0.3,67*,·,·,-1.9
CCN(CC)Cc1c(-c2ccccc2)[nH]c2ccc(C)cc2c1=O,0.7,13,0.9,-4,0.9,8,2,1.2,0.11
CCCCSc1nnc([C@@H]2CCCN2C(=O)OC(C)(C)C)o1,1.3,14,0.9,0,1,2,30,1.3,0.12
CCNC(=O)NC(=O)COc1ccccc1C#N,1,27,0.7,-1,0.8,15,-25,1.5,0.36
Cc1ccc(NC(=O)N(CCCN2CCOCC2)Cc2cccs2)cc1C,1.7,63*,0.4,1,0.5,53*,-5,·,·
COc1cccc(N2CCN(C(=O)c3ccc(N4C(=O)NC5CC4(C)Oc4ccccc45)cc3)CC2)c1 (centres undefined),1.4,16,0.8,-3,0.9,11,4,1,0.25
Cc1noc(C)c1S(=O)(=O)N(C)CC(=O)Nc1ccc(F)cc1,1.2,26,0.7,-8,0.6,36,2,·,-0.39
Cn1c(=O)c(C(=O)CSc2nnc(Nc3ccccc3)s2)c(N)n(Cc2ccccc2)c1=O,1,3,1,22,0.3,72*,16,·,-0.88
O=C(CSCc1ccccc1Cl)Nc1ccc2c(c1)OCCO2,0.7,26,0.7,·,0.4,60*,·,·,-0.8
COc1ccc(S(=O)(=O)N2CCC(C(=O)NCc3ccco3)CC2)cc1,0.9,-8,1.1,1,1.8,-82,17,1.1,-0.36
O=C(CCNS(=O)(=O)c1ccc(Br)s1)NC1CCCC1,0.9,13,0.9,2,2.1*,-108,4,1,-0.75
OCCCCNc1cccc2ccccc12,1.5,38,0.6,-1,1,2,0,1.4,-0.29
COC(=O)C1CCN(C(=O)C23CCC(C)(C(=O)O2)C3(C)C)CC1 (centres undefined),1.1,21,0.8,1,1,-3,38,1.2,0.4
CC(C)c1ccc(C(=O)N2CCN(CCO)CC2)cc1,1.1,7,0.9,0,1,-3,-9,1.1,-0.23
COc1ccc(CCN2C(=O)c3cccc4cccc(c34)C2=O)cc1OC,0.9,20,0.8,-2,1.3,-29,2,·,-0.09
CC(C)(C)c1ccc(OCC(=O)N/N=C/c2cc(Br)ccc2OC(=O)c2ccco2)cc1,0.9,15,0.8,21,0.9,7,-2,·,0.61
COc1ccc(S(=O)(=O)Nc2ccc(O)c3ccccc23)cc1,1.2,97*,0,-6,0.3,67*,97,0.7,-2.3
CCOC(=O)c1cc(NC(=O)N(CC)CC)c(C)nc1C,1.1,-1,1,-1,0.9,11,-30,1,0.82
CCOC(=O)c1cc(C)sc1NC(=O)CCC(=O)O,1.3,45,0.6,-1,0.6,43,6,1,0.79
CS(=O)(=O)NCCSCc1ccccc1,0.8,9,0.9,-5,1.1,-11,9,0.9,0.22
COCCn1c(-c2ccccc2F)n[nH]c1=S,1,-6,1.1,-2,1.2,-15,·,1.2,0.62
COc1ccc(Cc2nc(-c3ccc(Br)cc3)no2)cc1,0.9,9,0.9,·,0.8,20,·,1.2,-0.91

# High-throughput results as filed in PubChem BioAssay.
